PLC-beta3 inh – human PLC-beta3 inhibitors, primary screen, biochemical, fluorescence; 1-phosphatidylinositol 4,5-bisphosphate phosphodiesterase beta-3 (Homo sapiens), Q01970; Purified PLC-beta3, fluorogenic substrate; inhibition, % at 12.2 µM; 370,000 compounds, 0.18% hits; AID 720704, 2013; in the data active means inhibition above about 11%;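 further: 0% = median of compound wells on plate and 100% = full blocker control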
ASAP1 inh – inhibitors of human ASAP1 ArfGAP activity, primary screen, biochemical, fluorescence polarization. inhibition, % at 16.5 µM. AID 624377, 2012. ASAP1-stimulated ARF1 GTP hydrolysis, GDP FP detection. 360,000 compounds, 0.19% hits; in the data active means inhibition above about 25%;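 further: 0% = vehicle with enzyme and substrate and 100% = no enzyme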
ADAM17 inh – ADAM17 inhibitors, primary screen, biochemical, QFRET; recombinant ADAM17, EDANS/DABCYL FRET peptide cleavage; inhibition, % at 6.95 µM; Disintegrin and metalloproteinase domain-containing protein 17 (Homo sapiens), P78536; 370,000 compounds, 0.83% hits; AID 720648, 2013;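 active means inhibition above the mean of compounds lying between control limits plus 3 SD, set per campaign, cut at about 8.5% in these data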;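 further: 0% = DMSO-only wells as the low control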
KLK7 zymogen act – proKLK7 zymogen activators, primary screen, biochemical, fluorescence intensity. purified proKLK7, EDANS-DABCYL substrate fluorescence; 100% is mature enzyme control, 0% vehicle. AID 652039, 2013. Kallikrein-7 (Homo sapiens), P49862. activation, % at 7 µM. 370,000 compounds, 0.9% hits;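 active means activation above the mean of all tested compounds plus 3 SD, computed per campaign excluding outliers beyond control limits, cut at about 13% in these data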
UHRF1 MBD2 ctr – UHRF1 methylated DNA binding inhibitors, primary screen, counter-screen for MBD2 inhibitor project, biochemical, TR-FRET, human UHRF1, single concentration. UHRF1 binding to methylated oligo. 370,000 compounds, 0.75% hits. E3 ubiquitin-protein ligase UHRF1 (Homo sapiens), Q96T88. inhibition, % at 4.4 µM; in the data active means inhibition above about 21%;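 further: UHRF1 SRA domain binding a hemimethylated CpG hairpin DNA probe; 0% = median of test compound wells and 100% = reference inhibitor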
Target sequence (Q96T88 whole entry, looked up, the tested form may be a part): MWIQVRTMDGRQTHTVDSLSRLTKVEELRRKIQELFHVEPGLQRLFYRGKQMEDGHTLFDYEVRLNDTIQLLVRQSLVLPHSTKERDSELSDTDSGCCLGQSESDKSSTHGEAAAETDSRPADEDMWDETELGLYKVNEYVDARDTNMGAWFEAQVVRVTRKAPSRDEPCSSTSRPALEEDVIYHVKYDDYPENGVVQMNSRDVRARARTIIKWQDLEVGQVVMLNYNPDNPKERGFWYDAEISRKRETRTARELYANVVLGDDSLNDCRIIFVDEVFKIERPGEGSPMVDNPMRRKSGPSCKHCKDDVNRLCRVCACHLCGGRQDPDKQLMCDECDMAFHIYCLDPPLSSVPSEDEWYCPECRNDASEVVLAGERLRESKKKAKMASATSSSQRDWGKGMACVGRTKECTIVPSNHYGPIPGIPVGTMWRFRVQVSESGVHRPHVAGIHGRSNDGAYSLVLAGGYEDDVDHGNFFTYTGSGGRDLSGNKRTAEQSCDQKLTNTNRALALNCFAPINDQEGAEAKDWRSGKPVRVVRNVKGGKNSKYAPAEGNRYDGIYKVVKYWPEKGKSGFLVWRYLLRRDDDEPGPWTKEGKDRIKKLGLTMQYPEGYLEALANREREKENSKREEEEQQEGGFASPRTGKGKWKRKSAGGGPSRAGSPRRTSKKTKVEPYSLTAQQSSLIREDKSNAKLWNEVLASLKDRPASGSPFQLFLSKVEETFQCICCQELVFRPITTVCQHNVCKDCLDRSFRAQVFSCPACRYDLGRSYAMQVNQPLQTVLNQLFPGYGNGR
Tn7 DDE FP – inhibitors of Tn7 peptide binding to fibrin DD(E), primary screen, biochemical, fluorescence polarization, human fibrin, Tn7 probe | 370,000 compounds, 0.13% hits | Fibrinogen beta chain (Homo sapiens), P02675 | FP displacement of FITC-Tn7 peptide from fibrin DD(E); 0% = median of compound wells per plate | inhibition, % at 8.3 µM;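 active means inhibition above the mean of compounds falling within the control limits plus 3 SD of them, cut at about 14% in these data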;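 further: 0% = plate median of compound wells and 100% = 10 µM Aha-Tn7 peptide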
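Assay system: human fibrin DD(E) protein / Input: 2 µM fibrin DD(E) / Benchmarks: high control of 10 µM Aha-Tn7 peptide / Measured by: fluorescence polarization of the labelled Tn7 tracer / Medium: Tris buffer with calcium and detergent, pH 7.8 / Timing: 10 min compound pre-incubation, 3 h probe incubation at room temperature / Repeats: one replicate per compound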
PLC-gamma1 inh – PLC-gamma1 enzyme inhibitors, primary screen, biochemical, fluorescence, purified enzyme | inhibition, % at 12.2 µM | 370,000 compounds, 0.84% hits | fluorogenic substrate; in the data active means inhibition above about 9.5%
ARFGAP1 inhibitor – inhibitors of rat ARFGAP1 GAP activity, primary screen, biochemical, fluorescence polarization, GDP tracer. ADP-ribosylation factor GTPase-activating protein 1 (Rattus norvegicus), Q62848. Arfgap1-stimulated ARF1 GTP hydrolysis, GDP FP detection. inhibition, % at 16.5 µM. 360,000 compounds, 0.26% hits;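 active means inhibition above a per-plate limit, mean inhibition of low control wells plus 3 SD, cut at about 25% in these data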;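 further: 0% = DMSO wells with enzyme and 100% = wells lacking Arfgap1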
Target sequence (Q62848 1-136 limits assumed): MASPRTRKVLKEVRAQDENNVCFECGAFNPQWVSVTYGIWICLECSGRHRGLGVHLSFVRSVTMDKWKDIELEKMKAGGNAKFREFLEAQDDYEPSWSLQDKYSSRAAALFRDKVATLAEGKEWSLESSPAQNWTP
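material = rat Arfgap1 catalytic domain, aa 1-136 | also added = human ARF1(Δ1-17)-GTP substrate | compound dosing = one concentration, 16.5 µM, DMSO 1.26% | times = GTP hydrolysis reaction 2 h at 25 °C | measured by = FP, GDP Alexa 633 tracer displaced from anti-GDP antibody, 620/688 nm | evaluation = percent inhibition of Arfgap1-stimulated GTP hydrolysis | replication = single well per compound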
MBD2 DNA inh – inhibitors of MBD2 binding to methylated DNA, primary screen, biochemical, TR-FRET, DNA-binding domain, human. Methyl-CpG-binding domain protein 2 (Homo sapiens), Q9UBB5. MBD2 binding to methylated oligonucleotide. inhibition, % at 4.4 µM. 370,000 compounds, 0.31% hits; in the data active means inhibition above about 13%
Tn6 DDE FP – inhibitors of Tn6 peptide binding to fibrin DD(E), primary screen, biochemical, fluorescence polarization, human fibrin, Tn6 probe | 370,000 compounds, 0.21% hits | Fibrinogen beta chain (Homo sapiens), P02675 | inhibition, % at 8.3 µM | Fibrin DD(E) TRITC-Tn6 fluorescence polarization displacement;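 active means inhibition above a per-campaign cutoff: mean of compounds within control limits plus 3 SD, cut at about 15% in these data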;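 further: 0% = median of all compound wells on the plate and 100% = blocking peptide control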
Starred values were filed as active, the others as inactive; i = inactive; x = no result given.

SMILES	PLC-beta3 inh	ASAP1 inh	ADAM17 inh	KLK7 zymogen act	UHRF1 MBD2 ctr	Tn7 DDE FP	PLC-gamma1 inh	ARFGAP1 inhibitor	MBD2 DNA inh	Tn6 DDE FP
C/C(=N\NC(=O)c1nn(C)cc1Br)c1ccncc1	-1	12	-4	0.5	-3	-2	-3	0	-3	-7
Cc1ccc2c(c1)nnn2C1CCN(C(=O)C2CCCCC2)CC1	3	-15	-2	0.3	4	-3	0	0	0	-1
O=C(c1ccc2c(c1)N(Cc1ccc(F)cc1)C(=O)CS2)N1CCOCC1	4	1	-1	0.1	-3	1	-1	1	-3	-1
Clc1cccc(CSc2ncnc3sc4c(c23)CCCC4)c1	3	x	1	0.0	0	-2	0	x	-3	-4
CCC(C)C(=O)Nc1ccc(S(=O)(=O)N2CCCC2)cc1 (stereo unspecified)	-6	-3	-3	-1.0	6	4	1	11	-3	-4
C=CCNC(=S)N(CC=C)C1CCS(=O)(=O)C1 (stereo unspecified)	6	2	4	-0.7	1	-7	4	3	2	0
CSc1ccccc1C(=O)C1CCCN(S(=O)(=O)N(C)C)C1 (stereo unspecified)	-1	-1	1	0.2	2	2	1	-1	5	-3
O=C(Nc1cc(C(=O)N2CCCC2)ccc1N1CCCC1)c1ccccc1F	-5	3	-3	0.3	5	-1	-1	-2	4	-6
CCOC(=O)c1c(NC(=O)c2ccco2)n(C2CCCCC2)c2nc3ccccc3nc12	i	24	-180	21*	12	7	-433	9	0	5
CCC(Oc1ccccc1)C(=O)OCC(=O)Nc1c(C)nn(-c2ccccc2)c1C (stereo unspecified)	0	1	-3	-0.3	1	-1	1	0	1	0
O=C(NCCCN1CCCC1=O)Nc1ccccc1Cl	-3	-6	0	-0.8	1	-9	4	14	0	0
CCOc1ccccc1NS(=O)(=O)c1ccc2oc(=O)ccc2c1	-8	-9	-2	-0.1	0	-6	-2	9	0	-7
Clc1cccc2sc(N3CCCCC3)nc12	1	-11	-2	0.9	-2	7	1	-11	0	4
O=C(N/N=C/c1ccc(O)cc1)c1cc(C23CC4CC(CC(C4)C2)C3)[nH]n1	-9	2	0	0.0	-2	1	-1	-13	1	4
COc1ccccc1/C=C/C(=O)c1c2c(c(C)[nH]c1=O)CCCC2	0	6	-3	-0.6	-6	1	-2	19	-1	-2

Fetched one by one from the entries so far (4):
SMILES	PLC-beta3 inh	ASAP1 inh	ADAM17 inh	KLK7 zymogen act	UHRF1 MBD2 ctr	Tn7 DDE FP	PLC-gamma1 inh	ARFGAP1 inhibitor	MBD2 DNA inh	Tn6 DDE FP
CCOc1ccccc1NS(=O)(=O)c1ccc2oc(=O)ccc2c1	-8	-9	-2	-0.1	0	-6	-2	9	0	-7
O=C(NCCCN1CCCC1=O)Nc1ccccc1Cl	-3	-6	0	-0.8	1	-9	4	14	0	0
Clc1cccc(CSc2ncnc3sc4c(c23)CCCC4)c1	3	x	1	0.0	0	-2	0	x	-3	-4
C/C(=N\NC(=O)c1nn(C)cc1Br)c1ccncc1	-1	12	-4	0.5	-3	-2	-3	0	-3	-7

Back to the main list, repeating the 2 entries before the break.
SMILES	PLC-beta3 inh	ASAP1 inh	ADAM17 inh	KLK7 zymogen act	UHRF1 MBD2 ctr	Tn7 DDE FP	PLC-gamma1 inh	ARFGAP1 inhibitor	MBD2 DNA inh	Tn6 DDE FP
O=C(N/N=C/c1ccc(O)cc1)c1cc(C23CC4CC(CC(C4)C2)C3)[nH]n1	-9	2	0	0.0	-2	1	-1	-13	1	4
COc1ccccc1/C=C/C(=O)c1c2c(c(C)[nH]c1=O)CCCC2	0	6	-3	-0.6	-6	1	-2	19	-1	-2
COc1ccc(NC(=O)C(c2ccc(C)cc2)N(C)C(=O)CC2NC(=O)NC2=O)cc1 (stereo unspecified)	1	-3	-2	-0.9	0	-1	2	-3	5	1
CN(CCC#N)CC(=O)Nc1ccc(S(N)(=O)=O)cc1	3	-6	0	0.3	-1	-5	2	4	-1	5
COc1ccc(C2=Nc3ccccc3NC(=O)C2N(Cc2ccc(F)cc2)C(=O)c2ccco2)cc1 (stereo unspecified)	-17	1	5	0.8	-5	3	-10	-8	-5	-2
O=C1C2C(C(=O)N1CCc1ccccc1)C1C=CC2C12CC2 (stereo unspecified)	-2	-2	-6	0.1	7	1	-2	12	10	0
C#CCN1CC(N(C)CCOC(=O)c2cc(C)cc(C)c2)CS1(=O)=O (stereo unspecified)	3	x	0	-0.9	-1	2	0	x	-5	-1
CN(C)CCNC(=O)c1ccccc1-c1ccccc1	3	1	-2	-0.2	-2	-7	3	0	0	-5
CCn1nccc1NC(=O)c1csc([C@@H]2C[C@H](O)[C@@H](CO)O2)n1	2	-6	-3	0.7	1	-1	1	5	-3	10
O=C(NCc1c(F)cccc1F)C1C2C=CC3(CN(Cc4ccccc4)C(=O)C13)O2 (stereo unspecified)	3	x	-1	-0.1	1	7	-1	x	-5	-1
NC1=NS(=O)(=O)Nc2ccccc21	i	x	-383	x	1	1	-436	x	0	0
S=C(Nc1ccccc1)N1CCN(c2ccccc2)CC1	4	1	-3	0.0	0	2	1	-9	-1	1
CCN(c1ccccc1)S(=O)(=O)c1ccc(Cl)c(NC(=O)CNC(C)c2ccccc2)c1 (stereo unspecified)	-4	3	-4	-1.0	0	-3	1	5	0	9
COc1ccc(C(CNCC(O)COc2c(C)ccc(C)c2C)N(C)C)cc1 (stereo unspecified)	-2	-5	-1	-0.2	-3	-1	5	3	-6	-9
CC(C)C[C@H]1CN([C@@H](CC(C)C)CN2CCC[C@H]2CN2C(=O)C(=O)NC[C@@H]2Cc2ccc(O)cc2)C(=O)C(=O)N1CCc1ccccc1	3	-8	-4	0.4	2	3	1	-1	-7	4
CN(C)C=Nc1ncc2c([nH]c3ccccc32)c1C#N	-126	-4	-64	1.9	-7	1	-109	4	-4	-2
O=C(NCc1ccc(Cl)cc1)C1CCN(S(=O)(=O)c2cccs2)CC1	-8	-17	-4	-0.9	0	4	0	0	-7	-4

Some of the entries above in a different format.
| structure | PLC-beta3 inh | ASAP1 inh | ADAM17 inh | KLK7 zymogen act | UHRF1 MBD2 ctr | Tn7 DDE FP | PLC-gamma1 inh | ARFGAP1 inhibitor | MBD2 DNA inh | Tn6 DDE FP |
| --- | --- | --- | --- | --- | --- | --- | --- | --- | --- | --- |
| NC1=NS(=O)(=O)Nc2ccccc21 | i | x | -383 | x | 1 | 1 | -436 | x | 0 | 0 |
| O=C(NCc1ccc(Cl)cc1)C1CCN(S(=O)(=O)c2cccs2)CC1 | -8 | -17 | -4 | -0.9 | 0 | 4 | 0 | 0 | -7 | -4 |
| O=C(NCc1c(F)cccc1F)C1C2C=CC3(CN(Cc4ccccc4)C(=O)C13)O2 (stereo unspecified) | 3 | x | -1 | -0.1 | 1 | 7 | -1 | x | -5 | -1 |
| CN(C)C=Nc1ncc2c([nH]c3ccccc32)c1C#N | -126 | -4 | -64 | 1.9 | -7 | 1 | -109 | 4 | -4 | -2 |
| CN(C)CCNC(=O)c1ccccc1-c1ccccc1 | 3 | 1 | -2 | -0.2 | -2 | -7 | 3 | 0 | 0 | -5 |
| CCn1nccc1NC(=O)c1csc([C@@H]2C[C@H](O)[C@@H](CO)O2)n1 | 2 | -6 | -3 | 0.7 | 1 | -1 | 1 | 5 | -3 | 10 |

New compounds follow:
SMILES	PLC-beta3 inh	ASAP1 inh	ADAM17 inh	KLK7 zymogen act	UHRF1 MBD2 ctr	Tn7 DDE FP	PLC-gamma1 inh	ARFGAP1 inhibitor	MBD2 DNA inh	Tn6 DDE FP
COc1ccccc1C(=O)n1nc(-c2cccnc2)nc1N	5	6	-2	-0.2	0	0	4	-5	-5	-1
Cc1nc2ccc(S(=O)(=O)NCC(=O)N(C)Cc3ccccc3)cc2s1	-4	5	0	0.2	-1	5	1	-1	2	1
O=C(Cc1nnc(NC(=O)c2cccc([N+](=O)[O-])c2)s1)NCc1ccccc1	-3	-10	-5	-1.1	-1	9	-3	-1	4	7
Cc1ccc(S(=O)(=O)N(Cc2cc3ccccc3[nH]c2=O)CC2CCCO2)cc1 (stereo unspecified)	-5	7	-5	0.9	9	-8	1	23	1	3
O=C(/C=C/[C@H]1O[C@@H](n2cnc3c(NC(=O)c4ccccc4)ncnc32)[C@H](O)[C@@H]1O)NCCCN1CCCC1=O	0	-8	-4	0.1	0	-2	-2	-1	-1	-5
NS(=O)(=O)c1ccc(NC2=CC(c3ccc(F)cc3)N(c3ccc(S(N)(=O)=O)cc3)C2=O)cc1 (stereo unspecified)	-20	0	2	0.0	1	4	-8	15	2	-1
COC(=O)c1ccc(-c2noc(CN(C)CCC3CCCCO3)n2)cc1 (stereo unspecified)	1	6	-6	-0.1	4	6	6	7	6	-2
c1cncc(-c2noc(-c3ccc4ccccc4c3)n2)c1	-3	3	-7	-1.3	-1	1	-2	-7	5	-4
CCn1nnnc1SCC(=O)Nc1nc2ccccc2s1	-5	19	0	-0.2	17	-1	-3	-6	4	-5
Cc1nc2ccccc2c(=O)n1NC(=O)c1cccnc1Cl	1	11	2	0.5	0	-2	5	9	-2	-4
CC1CCCN(CCC(=O)Nc2ccc3c(c2)CCC3)C1 (stereo unspecified)	0	-4	-2	0.4	-1	-6	0	6	1	13
Cc1ccc(NS(=O)(=O)c2ccc(C(=O)N3CC(C)OC(C)C3)cc2)cc1 (stereo unspecified)	-2	-8	1	0.3	-2	-3	0	-6	-1	6
Cn1cc([N+](=O)[O-])c(C(=O)Nc2ccn(C34CC5CC(CC(C5)C3)C4)n2)n1	0	1	-2	0.0	-2	1	4	-6	-2	4
CCN(CC)c1ccc(NC(=O)COC(=O)CCc2cc(OC)c(OC)c(OC)c2)cc1	2	-2	2	0.0	-2	-1	0	-10	-2	1
Cc1ccc2cccc(Oc3ncnc4scc(-c5ccc(Cl)cc5)c34)c2n1	1	0	4	-0.9	1	-3	-1	9	-3	3
COc1ccc(CC(NC(C)=O)C(=O)NC2CCN(C(=O)Nc3ccc(Cl)cc3)CC2)cc1OC (stereo unspecified)	3	-8	2	-0.5	0	0	1	-1	-3	-6
O=C(NCc1ccccn1)C(=O)C1C(=O)Nc2ccccc21 (stereo unspecified)	-3	-4	-6	0.1	16	1	-4	3	1	6

Bioassay records deposited in PubChem BioAssay by The Scripps Research Institute Molecular Screening Center.

Compounds as they come (roughly 4.1% active in at least one column).
